Screening data deposited in PubChem by NCI.
NCI-60 one-dose screen, 48 h, at 10 µM unless noted. Numbers give growth in % (100 = growth as untreated, 0 = no growth, -100 = all killed).
M14 = M14 melanoma | hit rate 6.2% among 80,000 | AID 1794745
HOP-62 = HOP-62 NSCLC; hit rate 3.9% among 80,000; AID 1794735
EKVX = EKVX NSCLC | hit rate 3% among 71,000 | AID 1794765
HOP-92 = HOP-92 NSCLC cells. hit rate 6.3% among 71,000. AID 1794738
CCRF-CEM = CCRF-CEM leukemia | hit rate 7% among 77,000 | AID 1794778
A549/ATCC = A549/ATCC NSCLC; hit rate 3.7% among 81,000
MDA-MB-435 = MDA-MB-435 melanoma. hit rate 7.8% among 82,000. AID 1794794
RPMI-8226 = RPMI-8226 leukemia cells; hit rate 7.5% among 77,000
* marks the source's active call; other numbers are inactive results; . = no result given; & = joins results of further samples. Rule for the calls: active = growth percent below 10; inactive = the rest.

smiles,RPMI-8226,HOP-92,M14,EKVX,A549/ATCC,CCRF-CEM,MDA-MB-435,HOP-62
CCN(CC)CCN1C(=O)c2c(c3c4cc(Br)ccc4[nH]c3c3ccc4ccccc4c23)C1=O,-42*,-65*,-64*,-88*,-80*,2.0*,-95*,-67*
Cc1ccc([N+](=O)[O-])cc1S(=O)(=O)O,93&119,83&110,99&93,103&100,103&70,88&91,113&114,100&82
Cn1cc(-c2ccc(-c3cn(C)c4ncccc34)[nH]2)c2cccnc21,32,-4.0*,76,.,84,28,87,66
Cn1ccnc1C(=O)/C=C/c1ccc(NC(=O)c2ccc(Cl)cc2)cc1,62,87,.,86,92,69,81,114
CC(=O)CC(=O)NCCN(C)C,105,98,89,.,100,100,106,105
CCOC(=O)C(C)(C)C(=O)O,105,85,104,104,96,102,112,102
O=[N+]([O-])c1ccc(OCCO)cc1,101,81,109,93,105,96,105,101
Cc1cc(=O)n(-c2nc3ccccc3[nH]2)[nH]1,103,62,93,88,102,61,78,77
CCOC(=O)c1nn(-c2ccccc2)cc1/C=C1\SC(=S)N(CCC(=O)O)C1=O,100,27,96,96,98,95,100,99
CCCSc1nc(Nc2ccc(C(C)=O)cc2)c(C#N)c(-c2ccccc2)n1,110,110,115,104,107,101,106,108
O=C(CN1CCn2c(nnc2C(F)(F)F)C1)Nc1nc2ccc(O)cc2s1,92,96,106,80,96,93,98,94
CCOC(=O)c1cnc2c3c(noc13)CCC2,101,126,95,.,108,.,105,98
CS(=O)(=O)CC(=N\N)/C(CS(C)(=O)=O)=N/N,108,106,112,104,117,104,115,112
Nc1ncnc2c1ncn2C1CCCC(CO)O1 (stereo not drawn),103,72,111,101,108,90,109,106
Cc1ccc2[nH]c(O)c(N=Nc3nc(-c4ccc(Cl)cc4)c(C#N)c(=O)[nH]3)c2c1,98,101,93,100,98,97,105,101
COC(=O)c1ccc2oc(NC(=O)c3ccc(NCCc4ccccc4)c([N+](=O)[O-])c3)nc2c1,68,84,73,81,88,41,85,57
COc1ccc(-c2c[nH]c(C(=O)NCCO)c2-c2cc(OC)c3c(c2OC)OCO3)cc1,108,87,97,95,101,.,97,87
CC(=O)COc1ccc(/C=C2\CCCC3C2=NNC3c2ccc(OCC(C)=O)cc2)cc1 (stereo not drawn),100,105,100,103,104,93,110,97
Nc1cc2c3ccccc3ccc2c2ccccc12,65,95,107,55,84,58,96,99
CC(=O)N[C@H]1CC[C@H]2[C@@H]3CCC4=CC(=O)CC[C@]4(C)[C@H]3CC[C@]12C,91,96,96,92,98,93,106,93
CCC(=O)C(CCN(C)C)c1ccccn1 (stereo not drawn),98,.,106,129,100,102,104,113
O=S(=O)(NCCCNc1nccc(-c2c(-c3cccc(F)c3)nc3occn23)n1)c1ccc(Cl)cc1,36,64,47,70,45,32,41,89
CC1=C(c2cc(-c3ccc(N(C)C)cc3)nc(=S)[nH]2)C(c2ccccc2)NC(=S)N1 (stereo not drawn),104,106,107,97,104,109,105,105
COc1ccc(-c2nn(-c3cccc(Cl)c3)cc2-c2c(C#N)c(N)n(N)c(=O)c2C#N)cc1,.,54,73,.,66,57,.,.
COc1ccc2c(c1)C1(C(=O)N2)C(C#N)=C(c2ccccc2)Nc2c1c(-c1ccccc1)nn2-c1ccccc1 (stereo not drawn),68,56,72,78,36,17,55,67

Additional results follow.
smiles,RPMI-8226,HOP-92,M14,EKVX,A549/ATCC,CCRF-CEM,MDA-MB-435,HOP-62
N#Cc1c(N)sc(=S)c2c1CCCC2,95,103,116,107,105,101,109,104
Nc1nc(Nc2ccccc2SSc2ccccc2Nc2nc(N)nc(-c3ccc4ccccc4c3)n2)nc(-c2ccc3ccccc3c2)n1,84,92,95,45,2.9*,.,85,29
COc1ccc(N=Nc2c(N)nn3c(-c4cc5cc(Br)ccc5oc4=O)ccnc23)cc1,49,-3.3*,53,35,39,96,54,2.1*
CC(C)(C)c1cc(C(C)(C)C)cc(S(=O)(=O)Nc2cccc(C(=O)NCCN)c2)c1,88,69,.,76,74,96,84,83
CCC1(C)COC(c2ccc(OC)c(OC)c2)OC1 (stereo not drawn),99,.,114,112,105,96,117,118
Cc1cc(=O)n(-c2ccccc2)n1C,99,73&94,109,88&89,92&94,91,98&100,96&95
NC(c1ccccc1)S(=O)(=O)O (stereo not drawn),101,.,106,.,97,97,101,105
Cc1nc2sc(C(=O)Nc3ccnc4ccccc34)c(N)c2cc1C(C)O (stereo not drawn),77,95,109,106,96,100,100,105
COCC(=O)Nc1ccc(Cl)c(Cl)c1,96,78,104,.,97,91,97,101
O=C1/C(=C/c2ccc(F)cc2)Cc2ccccc21,98,80,103,.,92,.,107,96
Cc1cc(=O)[nH]n1-c1ccc(C#N)cc1N,102,120,.,106,103,.,109,104
Cc1ccc(C(=O)c2ccccc2)cc1C,100,67,124,114,101,100,113,110
O=C(CC(=O)C(F)(F)F)c1cc2ccccc2s1,28,77,80,49,81,29,90,82
OC(c1ccccc1)(c1ccc(Br)cc1)C(O)(c1ccccc1)c1ccc(Br)cc1 (stereo not drawn),41,48,65,59,58,50,49,88
COc1cccc(-c2nn(C(C)(C)C)cc2-c2ccnc(NCCCNS(=O)(=O)c3ccc(C)cc3)c2)c1,99,114,105,100,103,95,104,100
COC(=O)/C=C/c1cc(O)c2oc(-c3ccc(O)c(O)c3)c(C(=O)OC)c2c1,-17*,56,21,50,57,3.3*,-37*,.
CCN1CCN(c2nc(-c3cc(OC)c(OC)c(OC)c3)nc3ccccc23)CC1,86,58,82,72,100,106,82,72
CCOc1cc(C=Nc2cccc(C(F)(F)F)c2)ccc1O,99,97,107,.,.,.,106,106
COc1ccc(C(=O)Cn2cnc3c(Nc4cc(C(=O)Nc5ccc(N6CCN(CCO)CC6)cc5)ccc4C)ncnc32)cc1,97,121,95,99,108,105,105,97
Cc1c[n+](C)cc2c(=O)n(-c3ccccc3)n(C)c12,97,88,94,92,95,96,97,89
CC(=O)C(C(c1ccccc1)N1CCOCC1)N1CCOCC1 (stereo not drawn),106,110,112,98,99,96,94,97
NC(N)=Nc1ccc(S(=O)(=O)O)cc1,101,84,110,110,106,108,106,106
O=C(/C=C/c1ccc(O)cc1)Oc1ccc(/C=C/c2cc(OC(=O)/C=C/c3ccc(O)cc3)cc(OC(=O)/C=C/c3ccc(O)cc3)c2)cc1,99,118,99,102,95,90,104,90
COc1ccc2nccc(CC(O)C(Cl)(Cl)Cl)c2c1 (stereo not drawn),78,.,101,102,88,94,112,100
O=C(CSc1nc2ccccc2o1)N1c2ccccc2Sc2ccccc21,89,54,88,87,86,79,93,86

Already shown: an excerpt of the list.
smiles,RPMI-8226,HOP-92,M14,EKVX,A549/ATCC,CCRF-CEM,MDA-MB-435,HOP-62
N#Cc1c(N)sc(=S)c2c1CCCC2,95,103,116,107,105,101,109,104
Nc1nc(Nc2ccccc2SSc2ccccc2Nc2nc(N)nc(-c3ccc4ccccc4c3)n2)nc(-c2ccc3ccccc3c2)n1,84,92,95,45,2.9*,.,85,29

(listing goes on)
smiles,RPMI-8226,HOP-92,M14,EKVX,A549/ATCC,CCRF-CEM,MDA-MB-435,HOP-62
N#Cc1c(-c2ccccc2)nc(SCc2nnc(-c3ccc(Cl)cc3)o2)[nH]c1=O,96,79,92,95,78,86,109,64
OCCOc1cc(Cl)cc(Cl)c1,106,110,123,99,102,99,104,99
O=c1[nH]c(=O)c2c(-c3cc4ccccc4oc3=O)ccnc2[nH]1,95,.,91,103,92,101,101,26
CCOC(=O)c1[nH]c(CCl)c(C(=O)OCC)c1C,106,.,110,103,101,107,106,104
CCCCCCCCCCCCCCCCCC1=Nc2ccccc2NC(=O)C1,96,70,94,.,105,98,98,94
O=C(OC1C2C=CC1C1C(=O)NC21)c1ccccc1 (stereo not drawn),106,111,112,116,100,98,119,98
CC(SC(C)C(=O)N/N=C/c1ccc(F)cc1)C(=O)N/N=C\c1ccc(F)cc1 (stereo not drawn),91,.,99,119,108,90,128,93
CC(C)C(=O)Nc1cc(-c2ccc(C#N)n2C)ccc1F,98,107,93,100,102,94,84,94
Nc1nc(Cl)cc(=O)[nH]1,111,90,108,96,103,117,109,89
O=S(=O)(Nc1ccc(F)cc1F)c1ccc(-c2cnc(C3CC3)o2)cc1,18,44,4.3*,41,41,19,-34*,40
COc1cc(C2CC(=O)Nc3c2c(C)nn3C)cc(OC)c1O (stereo not drawn),105,104,91,82,67,115,101,65
Brc1ccc(Nc2c(-c3c[nH]c4ccccc34)nc3sc4ccccc4n23)cc1,104,92,95,91,96,98,106,92
c1ccc(-c2nnc3nc(N4CCCCC4)nc(N4CCCCC4)n23)cc1,73,64,109,67,80,89,91,123
CCC(CC)COC(=O)c1ccc(O)c(O)c1,35,31,86,94,52,15,70,50
O=C(C[n+]1ccccc1)c1ccc2ccccc2c1,93,.,94,88,97,96,102,89
C/C=C/C(O)c1ccccc1 (stereo not drawn),110,119,98,.,101,110,114,116
CC1=[O+][B-](F)(F)Oc2cc(C)oc(=O)c21,102,101,100,105,103,99,97,96
Cc1cc(C)nc(NS(=O)(=O)c2ccc(Nc3nc4nc(NCc5ccccc5)nc(-c5ccc(O)cc5O)c4c(=O)[nH]3)cc2)n1,98,32,.,97,105,93,45,94
O=[N+]([O-])c1cnc(N2CCN(CC3CC3)CC2)nc1N1CCN(CC2CC2)CC1,100,74,98,86,104,106,98,108
COc1ccc2cc(C(=O)c3cn(-c4ccc(Cl)cc4)nc3C(C)=O)ccc2c1,98,94,.,99,86,82,21,87
CCCCOC(=O)CCC(C)=O,102,93,112,95,95,101,103,105
Cc1[nH]c(/C=C/C(=O)c2ccc(C(F)(F)F)c(F)c2)c(C)c1C(=O)NCC(C)C,96,108,104,96,95,101,103,88
CC(=O)C1=C(C)NC(SCC(=O)Nc2ccc(S(N)(=O)=O)cc2)=NC1c1ccccc1 (stereo not drawn),102,128,108,94,102,99,106,102
CCOC(=O)c1c2c(c(-c3ccc(OC)cc3)n1Cc1cccc(OC)c1)CCCc1cnoc1-2,73,70,95,77,83,80,96,103
O=S(=O)(c1ccccc1)n1cc2c(c1)-c1nc(Nc3ccccn3)sc1CC2,50,54,78,55,48,56,75,80

The list continues.
smiles,RPMI-8226,HOP-92,M14,EKVX,A549/ATCC,CCRF-CEM,MDA-MB-435,HOP-62
COc1ccc(C(=O)C[n+]2ccn(CCC(=O)Nc3cccc4cccnc34)c2)cc1,65,81,97,86,100,86,102,104
C/C(=C(/c1ccccc1)c1ccc(N2C(=O)c3cccc4c(N5CCN(C)CC5)ccc(c34)C2=O)cc1)c1ccccc1,.,67,86,62,71,58,88,86
CCCCOP(=O)(COP(=O)(OC(C)C)OC(C)C)OCCCC,110,112,115,.,96,.,103,109
Cc1nonc1C(=O)C1[C@H]2[C@@H]1C(=O)O[C@@H]2CO (stereo partly drawn),94,73,111,97,100,.,93,111
C=C(C)[C@@H]1CC[C@]2(C(=O)N3CCN(C)CC3)CC[C@]3(C)[C@H](CC[C@@H]4[C@@]5(C)C/C(=C/c6ccc(C(F)(F)F)cc6)C(=O)C(C)(C)[C@@H]5CC[C@]43C)[C@@H]12,86,78,95,88,93,88,97,97
N/C(=N\c1nc2ccccc2s1)NC(=O)Nc1ccc(Cl)cc1Cl,-1.6*,.,-54*,-43*,-85*,5.6*,-97*,-77*
COc1ccc(-c2cc(/C=C3\C(=O)Nc4ccc(Cl)cc43)[nH]n2)cc1,62,81,45,.,36,36,-27*,55
Cc1cc2ccccc2n1/C=C/C1=[N+](C)c2ccccc2C1(C)C,69,62,.,74,59,67,81,96
CC(=O)Nc1ccc2c(c1)Cc1ccc(Cl)cc1-2,68,79,107,79,74,68,112,96
C#CC#CC#CC#CC#CC#CC#CC#CCC1OC[C@H](COC(=O)O[C@@H](C(=O)O[C@H]2C[C@@]3(O)[C@@H](OC(=O)c4ccccc4)[C@@H]4[C@]5(OC(C)=O)CO[C@@H]5C[C@H](O)[C@@]4(C)C(=O)[C@H](OC(C)=O)C(=C2C)C3(C)C)[C@@H](NC(=O)c2ccccc2)c2ccccc2)O1 (stereo partly drawn),15,68,1.8*,60,32,15,-48*,38
O=C(NC[C@@H]1CN(c2ccc(N3CCC(C(=O)O)CC3)cc2)C(=O)O1)c1ccc(-c2noc(=O)[nH]2)cc1,101,102,98,101,102,99,102,101
CC(C)Cn1c(-c2ccccc2-c2ccccc2)nc(-c2ccccc2)c1-c1ccccc1,65,54,69,74,54,84,86,99
COc1ccc2c(c1)c1cc3ccncc3nc1n2C,74,78,78,42,48,67,78,49
O=[N+]([O-])c1cccc(N=Cc2ccccc2)c1,101,96,106,102,100,96,109,105
COc1ccc(CNC(=O)[C@H](O)[C@@H](N)Cc2ccccc2)cc1,.,73,105,100,108,102,104,119
O/N=C(\CSc1nnc(-c2c[nH]c3ccccc23)n1-c1ccccc1)c1ccc(Br)cc1,-13*,-11*,-68*,-63*,-18*,-6.1*,-100*,-55*

Five entries from above, with values under each structure:
Results follow in this order: RPMI-8226, HOP-92, M14, EKVX, A549/ATCC, CCRF-CEM, MDA-MB-435, HOP-62
- Cc1cc2ccccc2n1/C=C/C1=[N+](C)c2ccccc2C1(C)C
    69, 62, ., 74, 59, 67, 81, 96
- CC(=O)Nc1ccc2c(c1)Cc1ccc(Cl)cc1-2
    68, 79, 107, 79, 74, 68, 112, 96
- C#CC#CC#CC#CC#CC#CC#CC#CCC1OC[C@H](COC(=O)O[C@@H](C(=O)O[C@H]2C[C@@]3(O)[C@@H](OC(=O)c4ccccc4)[C@@H]4[C@]5(OC(C)=O)CO[C@@H]5C[C@H](O)[C@@]4(C)C(=O)[C@H](OC(C)=O)C(=C2C)C3(C)C)[C@@H](NC(=O)c2ccccc2)c2ccccc2)O1 (stereo partly drawn)
    15, 68, 1.8*, 60, 32, 15, -48*, 38
- O=C(NC[C@@H]1CN(c2ccc(N3CCC(C(=O)O)CC3)cc2)C(=O)O1)c1ccc(-c2noc(=O)[nH]2)cc1
    101, 102, 98, 101, 102, 99, 102, 101
- CC(C)Cn1c(-c2ccccc2-c2ccccc2)nc(-c2ccccc2)c1-c1ccccc1
    65, 54, 69, 74, 54, 84, 86, 99
